EphB4 ephrin blk = antagonists of human EphB4-ephrin-B2 interaction; EphB4 LBD / TNYL-RAW-Alexa532 peptide, fluorescence polarization; 97,000 tested, 0.15% active; inhibition, % at 7 µM; AID 720; P54760;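 active means inhibition above the screen-wide mean inhibition plus 3 SD, cut at about 15% in these data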;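 further: 0% = DMSO wells and 100% = excess unlabeled TNYL-RAW peptide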
CYP2C9 inhib = blocks human cytochrome P450 2C9; P11712; CYP2C9 Supersomes, luciferin-H conversion, luminescence; inhibition, % at 5 µM; 96,000 tested, 20% active; AID 777;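 active means blocking of liver enzyme CYP2C9 beyond about 50% at 5 µM, limit read from the data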; further: values of inactives mirror those of a sister screen read the other way
CYP2C9 activ = CYP2C9 (human) activation | P11712 | recombinant CYP2C9, luciferin-H conversion, luminescence; hits give high values; factor 1 = untreated enzyme, 0 = blocked | activation factor at 5 µM | 96,000 tested, 1.4% active;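 active means activation factor of 2 or more for CYP2C9 at a 5 µM dose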;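 further: 0 = sulfaphenazole-blocked wells and 1 = vehicle-only wells; values of inactives mirror those of a sister screen read the other way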
PTPN22 act = increases human PTPN22 phosphatase activity. recombinant LYP, DiFMUP fluorescence; 0 = plate median, 100 = signal doubled. 96,000 tested, 0.11% active. activation, % at 2 µM. Q9Y2R2;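 active means activation at 2 µM above a set limit, the mean plus 5 SD, cut at about 37% in these data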
PLK1 PBD inh = blocks phosphopeptide binding to human Plk1 polo box domain | inhibition, %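 (tested at about 20 µM)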 | Plk1 PBD phosphopeptide binding, fluorescence polarization | 97,000 tested, 0.13% active | P53350 | AID 693; in the data active means inhibition above about 34%, passing the limit was not always enough
Target sequence (P53350 whole entry, looked up, the tested form may be a part): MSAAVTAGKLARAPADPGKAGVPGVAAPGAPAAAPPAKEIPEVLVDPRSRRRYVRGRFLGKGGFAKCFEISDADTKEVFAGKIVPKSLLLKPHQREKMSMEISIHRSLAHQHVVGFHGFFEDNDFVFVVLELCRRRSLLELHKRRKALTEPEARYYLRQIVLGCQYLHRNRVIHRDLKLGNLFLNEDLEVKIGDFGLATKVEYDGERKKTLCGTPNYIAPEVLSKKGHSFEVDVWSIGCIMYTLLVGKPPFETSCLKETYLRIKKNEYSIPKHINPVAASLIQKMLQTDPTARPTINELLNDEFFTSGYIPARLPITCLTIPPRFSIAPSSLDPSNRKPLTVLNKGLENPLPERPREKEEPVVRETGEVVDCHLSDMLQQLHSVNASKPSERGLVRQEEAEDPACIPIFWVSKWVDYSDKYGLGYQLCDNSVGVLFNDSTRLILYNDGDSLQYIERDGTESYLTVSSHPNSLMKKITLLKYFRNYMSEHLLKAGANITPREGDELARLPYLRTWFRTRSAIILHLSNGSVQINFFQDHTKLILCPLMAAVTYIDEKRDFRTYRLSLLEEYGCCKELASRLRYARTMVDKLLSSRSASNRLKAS
LYP inh 2 = inhibitors of human LYP (PTPN22) phosphatase. recombinant LYP catalytic domain, DiFMUP fluorescence. 96,000 tested, 0.21% active. inhibition, % at 2 µM. Q9Y2R2. AID 640;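 active means inhibition at 2 µM at or above a set limit, the screen mean plus 3 SD, cut at about 24% in these data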;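 further: 0% = DMSO with enzyme and 100% = enzyme fully blocked by orthovanadate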
PLK1 inh = blocks human PLK1 kinase activity; P53350; recombinant PLK1 kinase, TR-FRET peptide phosphorylation; inhibition, % at 10 µM; 97,000 tested, 0.53% active;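 active means inhibition of 50% or more in the single-concentration screen; inactive means inhibition below 50%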;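 further: 0% = DMSO max control and 100% = H-89 dihydrochloride min control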
Rev-RRE block = inhibitors of HIV-1 Rev-RRE RNA interaction | P05866 | Rev peptide-RRE RNA binding, FRET | inhibition, % at 8 µM | 97,000 tested, 0.79% active;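 active means inhibition above the screen-wide mean plus 3 SD, cut at about 35% in these data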;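 further: 0% = median DMSO wells and 100% = median Neomycin B control wells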
Target sequence (P05866 whole entry, looked up): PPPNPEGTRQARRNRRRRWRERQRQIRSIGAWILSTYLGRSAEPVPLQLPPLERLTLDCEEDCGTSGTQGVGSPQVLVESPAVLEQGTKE
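Assay system: labelled RRE RNA duplex and labelled Rev peptide / Medium: HEPES pH 7.5 salt buffer with EDTA / Reagent: labelled Rev peptide / Schedule: 5 + 15 min at 25 °C / Signal: FRET, excitation 480 nm, emission 540 nm donor and 671 nm acceptor / Benchmarks: DMSO and neomycin B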
Candida biofilm = kills Candida albicans biofilms. C. albicans biofilm + clotrimazole, Alamar Blue. inhibition, % at 6 µM. 85,000 tested, 0.14% active. AID 834;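 active means inhibition above 20%; inactive means inhibition below 20%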;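 further: preformed 24 hr biofilms exposed to compound for 48 hr; 0% = biofilm without compound and 100% = blank killed by clotrimazole plus chlorhexidine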
An asterisk follows results filed as active; i = inactive; / = not tested or not shown.

SMILES | EphB4 ephrin blk | CYP2C9 inhib | CYP2C9 activ | PTPN22 act | PLK1 PBD inh | LYP inh 2 | PLK1 inh | Rev-RRE block | Candida biofilm
COCCNC(=O)CCCCCn1c(=S)[nH]c2ccccc2c1=O | 1 | -14 | 1.1 | 8 | -10 | -5 | -10 | 6 | 8
CC(Sc1nc2ccccc2[nH]1)C(=O)O (stereo not drawn) | 3 | -4 | 1 | 6 | -3 | -4 | -7 | 4 | 3
O=C(Nc1ccc2c(c1)OCO2)C1CCCN(S(=O)(=O)Cc2ccccc2)C1 (stereo not drawn) | 8 | 36 | 0.6 | 0 | -9 | 3 | -2 | 9 | 5
Cc1ccc(C(=O)CSc2nc(C)cc(C)c2C(N)=O)cc1 | 2 | 60* | 0.4 | 0 | 17 | 2 | -3 | 7 | /
Cc1ccc(-c2csc(NC(=O)C3CC=CCC3C(=O)O)c2C(=O)OC(C)C)cc1 (stereo not drawn) | -1 | 8 | 0.9 | -11 | -20 | 8 | 10 | 1 | /
COc1cccc(OC)c1OCCCSc1nc(C)cc(=O)[nH]1 | -8 | 1 | 1 | 2 | -9 | -4 | -18 | 1 | 4
COc1cccc(C(C(=O)NCc2ccco2)N(C(=O)Cn2nnc3ccccc32)C2CC2)c1OC (stereo not drawn) | -5 | 7 | 0.9 | 3 | 2 | -4 | -4 | -4 | 10
COc1ccc(-c2cc(C(F)(F)F)nc(N3CCN(Cc4ccccc4)CC3)n2)cc1OC | 6 | 42 | 0.6 | 6 | 12 | -8 | -3 | 4 | 0
N#Cc1c(NC(=O)CSc2nc(-c3ccco3)cc(C(F)(F)F)n2)sc2c1CCCC2 | -1 | 24 | 0.8 | -4 | -9 | 7 | -9 | 12 | 7
c1ccc(Cn2nnc3c(NCCN4CCOCC4)ncnc32)cc1 | 5 | 43 | 0.6 | -11 | 12 | 10 | -1 | 5 | 8
CCOC(=O)C(C)Sc1cc(CS(=O)(=O)c2ccccc2)nc(-c2ccccc2)n1 (stereo not drawn) | -3 | 96* | 0 | -6 | 9 | 10 | -13 | 8 | /
CCOc1ccc(S(=O)(=O)Nc2cc(OC)c(OC)cc2C(=O)O)cc1 | -1 | 73* | 0.3 | 2 | -31 | -4 | -16 | 0 | /
Cc1ccc(CC(=O)Nc2cccc(C)n2)cc1 | -6 | 23 | 0.8 | 4 | -2 | -5 | -13 | 3 | 5
C=CCN1C(=O)CSC1=Nc1cccc(O)c1 | -11 | 2 | 1 | -4 | 9 | 3 | -4 | 2 | -1
COc1ccc(C)cc1NC(=O)COC(=O)c1c(C)noc1C | 4 | 27 | 0.7 | -7 | 4 | 10 | 12 | 6 | 2
CCOC(=O)N1CCC(NC(=O)c2ccc3c(c2)sc2nc(-c4ccc(OC)cc4)cn23)CC1 | -2 | 14 | 0.9 | 5 | 4 | -7 | -13 | 3 | /
O=c1c2ccccc2ncn1C1CCCCC1 | 7 | -14 | 1.1 | 2 | -1 | -5 | -9 | 8 | 1
CCc1nnc(NC(=O)NC(C)(C)C)s1 | 3 | 12 | 0.9 | -2 | 13 | -1 | -10 | 9 | -2
C=CCn1c2ccccc2c2nnc(SCN3C(=O)c4ccccc4C3=O)nc21 | 0 | 79* | 0.2 | -7 | -26 | 10 | 2 | 10 | /
CC(C)Cc1ccc(C(C)C(=O)OCC(=O)c2c[nH]c3ccccc23)cc1 (stereo not drawn) | 3 | 40 | 0.6 | -4 | -11 | 6 | -6 | 21 | -1
O=C(O)c1cn(-c2ccccc2)nc1-c1ccc(Cl)cc1 | 4 | / | / | -1 | -2 | 1 | -9 | 4 | -1
COCCNS(=O)(=O)c1ccc(F)c(OC)c1 | 8 | -10 | 1.1 | 0 | -13 | 0 | -10 | 10 | 1
CC(C)Cn1c(-c2ccco2)n[nH]c1=S | 1 | -4 | 1 | -5 | 1 | 6 | -6 | 5 | 3
Clc1ccc(N=c2ssnc2Cl)cc1 | -1 | / | / | 4 | -24 | -3 | -3 | 10 | 6
CCCc1cc(=O)[nH]c(SCC(=O)c2cc(C)n(CCC)c2C)n1 | -8 | 5 | 0.9 | -1 | -9 | 4 | -7 | 0 | 10
O=C(CN1CCN(C(=O)c2ccco2)CC1)Nc1ccc2c(c1)OCCO2 | -4 | 16 | 0.8 | 9 | 5 | -11 | -8 | -3 | 3
Cc1ccc(C(=O)COC(=O)C2CC(=O)N(c3nc(-c4ccccc4)cs3)C2)cc1 (stereo not drawn) | 5 | 79* | 0.2 | -2 | -8 | 1 | -7 | 8 | /
COc1ccc2[nH]c(=O)c(CN(C(C)=O)C3CCCCC3)cc2c1 | 1 | 23 | 0.8 | 1 | -9 | -1 | -14 | 4 | 6
CN(C(=O)c1ccc(S(=O)(=O)N2CCCC2)cc1)C1CCCCC1 | -4 | 5 | 1 | 3 | 1 | -7 | -11 | 2 | 8
Cc1ccc(-c2noc(CNCCCN(C)C)n2)cc1 | -2 | 10 | 0.9 | -9 | 0 | 8 | -4 | 8 | 5
Cc1cccc(CN2CCN(CC(=O)NCc3ccc(F)cc3)C2=O)c1 | 3 | / | / | 7 | -9 | -10 | -8 | 4 | 3
Cc1ccc(NS(=O)(=O)c2cc(C(=O)N3CCc4ccccc4C3)ccc2Cl)cc1 | -8 | 48 | 0.5 | 1 | -41 | 4 | 2 | -1 | /
O=C(CCn1cccc1)Nc1ccccc1F | 8 | 7 | 0.9 | -11 | -4 | 12 | -3 | 0 | 7
Cc1cccc(S(=O)(=O)Nc2ccc(C)c3c2OC(C)(C)C3)c1 | -1 | -111 | 2.1* | 0 | -18 | -3 | -7 | 12 | 4
CCOc1ccc(S(=O)(=O)N2CCN(C)CC2)c(C)c1C | -1 | -28 | 1.3 | -9 | -4 | 8 | -9 | 11 | 2
O=c1[nH]c(=O)n(Cc2ccco2)c2c1C(C(F)(F)F)(C(F)(F)F)N=C(Cc1ccccc1)N2 | 3 | 76* | 0.2 | -5 | 7 | 6 | -4 | 7 | 2
COc1cc(/C=C(/NC(=O)c2ccccc2Cl)C(=O)O)cc(OC)c1OC | -5 | -7 | 1.1 | 2 | -16 | 4 | -8 | 2 | /
COc1ccc(Cl)cc1NC(=O)Cn1c(=O)n2nc(C)nc2c2ccccc21 | -8 | 34 | 0.7 | / | -15 | / | 78* | 9 | -8
O=C(COC(=O)c1ccccc1Nc1cccc(C(F)(F)F)c1)NCc1ccco1 | -10 | 58* | 0.4 | 0 | 11 | 5 | -8 | 6 | -2
Clc1ccc(CN2C3=NCCCN3c3ccccc32)cc1 | -1 | -10 | 1.1 | -2 | -24 | 2 | 8 | -12 | 2
CCOC(=O)c1sc2nc(NC(=O)C3CCCCC3)sc2c1C | -9 | 8 | 0.9 | 0 | 20 | 0 | -15 | 2 | 5
CCNC(=O)CC1C(=O)N(C)C(=S)N1NC(=O)c1ccc(Cl)cc1 (stereo not drawn) | 5 | 14 | 0.9 | 5 | -16 | -1 | -6 | 9 | -2
O=C(CSc1nc2ccccc2[nH]1)Nc1ccc(F)c(F)c1 | 2 | 66* | 0.3 | 8 | 27 | -8 | -5 | -2 | 4
O=C1NN(c2ccccc2)C(=O)C2C3C=CC(C4CC34)C12 (stereo not drawn) | -12 | -20 | 1.2 | -1 | 31 | 4 | -9 | -3 | /
COc1ccccc1-n1c(SCC(=O)NC(C)(C)C)nc(O)cc1=O | -12 | -8 | 1.1 | 15 | 7 | -18 | -4 | 2 | -4
Cc1ccc2c(c1)c1c(n2CC(O)CN2C(=O)CNC2=O)C(=O)CCC1 (stereo not drawn) | 10 | 7 | 0.9 | -3 | 18 | 0 | 1 | 4 | 9
O=S(=O)(NC1CC2CCC1C2)c1ccc(Br)s1 (stereo not drawn) | 1 | 84* | 0.2 | 4 | -18 | -5 | -9 | 3 | 6
Cc1ccc(NCc2nnc(SCc3ccc(C#N)cc3)n2Cc2ccco2)c(C)c1 | 2 | 94* | 0.1 | -1 | 8 | 0 | -8 | 4 | 6
O=C(CSc1nc2ccccc2o1)Nc1nc2ccccc2s1 | -7 | 12 | 0.9 | -3 | -10 | 3 | 1 | -1 | 11
CCOC(=O)CC1C(=O)NCCN1S(=O)(=O)c1ccc(Cl)cc1Cl (stereo not drawn) | 4 | 24 | 0.8 | -2 | 0 | 5 | -2 | 2 | /
Cc1cccc(C)c1OCC(=O)Nc1ncn[nH]1 | -9 | 1 | 1 | 6 | 15 | -6 | -9 | 4 | 3
CCOc1ccc(Oc2ccc(-c3nnc(-c4ccccc4)o3)cc2[N+](=O)[O-])cc1 | -4 | 13 | 0.9 | 5 | 17 | -8 | -1 | 9 | /
Cn1nnc(NCc2cc(Br)ccc2OCc2cccs2)n1 | -4 | 44 | 0.6 | 8 | 1 | -8 | -4 | 4 | -1
CC(=O)c1ccc(NC(=O)C2CC(=O)N(Cc3ccccc3)C2)cc1 (stereo not drawn) | 4 | 36 | 0.6 | -11 | 17 | 13 | -2 | 1 | -3
COC(=O)C(C)Sc1nnc(-c2ccncc2)o1 (stereo not drawn) | -3 | 20 | 0.8 | -6 | -31 | 7 | -12 | 5 | 8
O=C(NC1CCCC1)C(c1ccccc1)N(Cc1ccc2c(c1)OCO2)C(=O)Cc1cccs1 (stereo not drawn) | -8 | / | / | -8 | -19 | 7 | -11 | 10 | 8
COC(=O)c1cccc(NC(=O)CSc2nc3cccnc3n2C)c1 | 11 | 59* | 0.4 | 9 | 15 | -11 | -9 | 11 | 6
O=C(Cn1nc(C(F)(F)F)c2c1CCCCC2)N1CCOCC1 | -2 | 4 | 1 | 2 | 7 | -1 | -8 | -2 | 7
CCS(=O)(=O)N1CCC(C(=O)NCc2ccco2)CC1 | -2 | -8 | 1.1 | 4 | -2 | -5 | -11 | 8 | 5
O=C(CSc1nnc(-c2ccco2)o1)c1ccc(F)c(F)c1 | 6 | 2 | 1 | -1 | 5 | -1 | 1 | 2 | /

Some of the entries above, set out differently.
The line under a structure holds: EphB4 ephrin blk	CYP2C9 inhib	CYP2C9 activ	PTPN22 act	PLK1 PBD inh	LYP inh 2	PLK1 inh	Rev-RRE block	Candida biofilm
CCOC(=O)CC1C(=O)NCCN1S(=O)(=O)c1ccc(Cl)cc1Cl (stereo not drawn)
→ 4	24	0.8	-2	0	5	-2	2	/
CCOc1ccc(Oc2ccc(-c3nnc(-c4ccccc4)o3)cc2[N+](=O)[O-])cc1
→ -4	13	0.9	5	17	-8	-1	9	/

(listing goes on)
SMILES | EphB4 ephrin blk | CYP2C9 inhib | CYP2C9 activ | PTPN22 act | PLK1 PBD inh | LYP inh 2 | PLK1 inh | Rev-RRE block | Candida biofilm
CCCn1c(SCC(=O)NCCc2ccccc2)nnc1-c1ccccn1 | 1 | 56* | 0.4 | 2 | 17 | -7 | -7 | 0 | 4
O=c1c(O)c(-c2cccs2)oc2ccccc12 | -7 | 14 | 0.9 | 6 | -135 | -4 | -9 | 42* | 11
CCOc1ccc(C(=O)Nc2cc(C)c3c(=O)oc4ccccc4c3n2)cc1 | -1 | 16 | 0.8 | -4 | 25 | 0 | i | 12 | 4
Cc1ccc(-c2c(C)n([O-])c3c([n+]2=O)CCCCC3)o1 | 3 | 0 | 1 | 11 | -19 | -13 | 22 | 3 | 9
CCOC(=O)c1c(C)n(C)c2ccc(OC)c(NC(=O)CCN3CCSCC3)c12 | -1 | 44 | 0.6 | 3 | -4 | 1 | -11 | 5 | 2
Cc1ccc(CNS(=O)(=O)c2ccc3oc(C(=O)O)c(C)c3c2)cc1 | 0 | 67* | 0.3 | -4 | -6 | 1 | -12 | 11 | 2

Outcome played no part in choosing rows; overall some 20% were active at least once.
